CXCR6 inh: CXCR6 receptor inhibitors, primary screen, cell-based, beta-arrestin, luminescence, CHO-K1 PathHunter, 1536-well | inhibition, % at 20 µM | 360,000 tested, 0.36% active | C-X-C chemokine receptor type 6 (Homo sapiens), O00574; in the data active = inhibition above about 34%, passing the limit was not always enough;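 note: antagonist mode with CXCL16 agonist at 10 nM final; 0% = 10 nM CXCL16 with DMSO and 100% = unstimulated wells without agonist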
Target sequence (O00574 whole entry, looked up): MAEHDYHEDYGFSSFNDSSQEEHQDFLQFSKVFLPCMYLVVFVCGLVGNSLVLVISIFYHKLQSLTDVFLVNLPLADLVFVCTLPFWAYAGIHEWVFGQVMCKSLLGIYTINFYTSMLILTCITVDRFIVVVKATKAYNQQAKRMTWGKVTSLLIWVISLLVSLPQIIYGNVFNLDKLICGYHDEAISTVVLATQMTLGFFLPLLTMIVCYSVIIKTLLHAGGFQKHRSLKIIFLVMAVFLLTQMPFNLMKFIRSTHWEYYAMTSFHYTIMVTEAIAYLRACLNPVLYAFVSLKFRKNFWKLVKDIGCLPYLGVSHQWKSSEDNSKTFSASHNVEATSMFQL
tim10-1 inh: growth inhibitors of tim10-1 mutant yeast, primary screen, luminescence, uHTS. S. cerevisiae tim10-1 ts strain growth, BacTiter-Glo, 24 h. inhibition, % at 20 µM. 330,000 tested, 2.2% active;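 active = inhibition of at least 40%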;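 note: mutant grown at 25 °C; 0% = DMSO wells with yeast and 100% = wells holding no yeast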
CHOP UPR activ: activators of apoptotic CHOP UPR arm, primary screen, cell-based, CHO-CHOP luciferase reporter, luminescence, uHTS; UPR activation; percent of tunicamycin response over DMSO baseline; activation, % at 10 µM; 330,000 tested, 0.34% active; AID 449763, 2010;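 active = at 10 µM dose, activation of 40% or more, normalized to positive control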;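 note: 100% = tunicamycin at 10 µg/mL and 0% = DMSO alone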
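System: CHO-CHOP luciferase reporter cell line; amount: 500 cells/well; buffer or medium: F12 medium containing 10% fetal bovine serum; incubation: 6 h compound exposure at 37 °C after overnight seeding; measured by: luciferase luminescence after 10 min with Steady-Glo reagent; evaluation: % reporter activation, DMSO baseline versus tunicamycin full activation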
APJ antag: antagonists of human apelin receptor APJ, primary screen, CHO-K1 cells, beta-arrestin complementation, luminescence; 330,000 tested, 0.32% active; inhibition, % at 20 µM;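 active = inhibition above about 40% at 20 µM, limit read from the data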;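 note: cells challenged with 10 nM apelin-13 agonist together with compound; plate controls were apelin-13 plus DMSO wells for no effect and DMSO wells lacking apelin-13 for full effect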
Target sequence (P35414 whole entry, looked up): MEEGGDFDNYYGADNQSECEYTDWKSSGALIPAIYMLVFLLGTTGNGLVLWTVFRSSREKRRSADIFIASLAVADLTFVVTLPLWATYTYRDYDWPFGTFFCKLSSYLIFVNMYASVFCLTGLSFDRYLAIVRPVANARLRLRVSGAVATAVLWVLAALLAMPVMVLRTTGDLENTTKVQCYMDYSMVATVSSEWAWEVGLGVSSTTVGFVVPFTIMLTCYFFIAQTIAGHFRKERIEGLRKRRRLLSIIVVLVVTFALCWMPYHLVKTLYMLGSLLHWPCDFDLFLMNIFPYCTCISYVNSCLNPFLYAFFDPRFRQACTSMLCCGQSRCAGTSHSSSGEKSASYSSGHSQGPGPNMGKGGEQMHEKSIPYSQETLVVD
APJ ag: agonists of human apelin receptor APJ, primary screen, CHO-K1 cells, PathHunter beta-arrestin, luminescence; activation, % at 20 µM; 330,000 tested, 0.11% active; 0% DMSO wells, 100% apelin; AID 2520, 2010;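 active = activation more than six SD over the plate average, tested at 20 µM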;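 note: 0% = DMSO alone and 100% = apelin-13 at 10 nM; some results filed as inactive read as strong as hits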
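Assay system: CHO-K1 APJ beta-arrestin complementation cell line / Compound: single test compound dose, 20 µM final, 1% DMSO / Times: overnight seeding, 90 min compound at 25 °C, 1 h detection / Technique: beta-gal luminescence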
XBP1 UPR activ: activators of adaptive XBP1 UPR arm, primary screen, cell-based, CHO-XBP1 luciferase reporter, luminescence, uHTS. activation, % at 20 µM. 330,000 tested, 0.33% active. IRE1-XBP1 UPR activation; percent of tunicamycin response, DMSO as zero;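 active = versus positive control, 20 µM dose yields 30% or more activation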;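 note: 100% = tunicamycin at 10 µg/mL and 0% = DMSO only wells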
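Material – CHO cell line with stable XBP1 luciferase reporter · Buffer or medium – F12 plus 10% FBS · Compound – single point, 20 µM final compound, 1% DMSO · Schedule – 16-18 h cell attachment at 37 °C, then 6 h compound exposure · Signal – Steady-Glo luminescence read · Benchmarks – high control tunicamycin 10 µg/mL final, low control DMSO vehicle only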
Mdm2 MdmX PPI: inhibitors of human Mdm2-MdmX association, primary screen, cell-based, luminescence, split luciferase, SaOS-2, uHTS; inhibition, % at 8 µM; SaOS-2 split-luciferase Mdm2/MdmX complementation; AID 485346, 2010; 330,000 tested, 3% active; Protein Mdm4 (Homo sapiens) + E3 ubiquitin-protein ligase Mdm2 (Homo sapiens), …;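 active = inhibition of at least 50% at 8 µM in the primary screen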
tim23-1 inh: growth inhibitors of tim23-1 mutant yeast, primary screen, luminescence, uHTS | S. cerevisiae tim23-1 growth, BacTiter-Glo luminescence, 24 h | inhibition, % at 20 µM | 330,000 tested, 1.3% active | AID 463212, 2010;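 active = growth inhibition of the mutant yeast at or above 50%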;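 note: temperature-sensitive mutant grown at 25 °C; plate controls were DMSO-treated mutant yeast for no effect and medium wells lacking yeast for full effect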
TIM10 inh: growth inhibitors of isogenic TIM10 control yeast, primary screen, counter-screen for tim10-1 yeast inhibitor project, luminescence, uHTS | 330,000 tested, 1.4% active | inhibition, % at 10 µM | S. cerevisiae TIM10 strain growth, BacTiter-Glo luminescence, 24 h;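 active = inhibition of 40% or more at the single tested concentration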;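 note: wild-type TIM10 isogenic control strain grown at permissive 25 °C; 0% = DMSO yeast wells and 100% = minimal medium wells without yeast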
Numbers without * were called inactive; . = not tested or not shown. These rows are one share of the data, so the mix of outcomes need not match the whole.

SMILES	CXCR6 inh	tim10-1 inh	CHOP UPR activ	APJ antag	APJ ag	XBP1 UPR activ	Mdm2 MdmX PPI	tim23-1 inh	TIM10 inh
CCOc1ccc(Br)cc1S(=O)(=O)Nc1cccnc1	23	8	2.7	8	-1	2	5	-2	6
COc1cc(OC)c2c(-c3ccccc3)cc(=O)oc2c1C(CCN1CCCCC1)c1ccc(N(C)C)cc1 (configuration not stated)	-6	13	2.6	20	5	16	79*	14	-11
C#Cc1ccc([C@H]2C=C(C(=O)N3CCN(Cc4ccc5c(c4)OCO5)CC3)O[C@@H](OCC)[C@@H]2CCCO)cc1	-2	15	4.1	5	5	2	22	25	19
CCN(C(=O)CSc1nccc(=O)[nH]1)C1CCCCC1	1	6	-0.8	-9	-3	8	-20	8	7
CCCCCC(=O)Nc1ccc(C(=O)CN2C(=O)NC3(CCCCCC3)C2=O)cc1	5	-9	1.0	-10	3	4	16	12	-12
COc1ccc(C(=O)NCC(=O)OCC(=O)N2N=C(c3ccc(Cl)cc3)CC2c2ccco2)cc1OC (configuration not stated)	2	22	1.9	1	1	19	-2	18	4
Nc1ccccc1OCP(=O)(c1ccccc1)c1ccccc1	-5	21	-0.9	5	-3	-2	12	2	3
c1coc(CNc2nc(-c3ccncc3)cs2)c1	-9	7	4.2	4	-2	0	13	7	7
CC(C)[C@H]1COCCS(=O)(=O)N1Cc1ccccc1-c1ccc(F)cc1	15	17	2.0	.	.	0	14	42	9
CCCC(=O)N1CCN(c2nnc(-c3ccc(C)cc3)c3ccccc23)CC1	-3	26	1.0	13	-3	-1	10	51*	22
CCCC(=O)Nc1sc2c(c1C(=O)OC)C(C(=O)OC)CC2 (configuration not stated)	4	21	-2.2	0	-5	0	-19	10	14
CC1(c2ccc(Cl)cc2)NC(=O)N(CC(=O)NC(=O)NCc2ccco2)C1=O (configuration not stated)	-2	11	1.6	15	1	-2	-1	10	10
O=C(NCc1ccc(F)cc1)c1cc(S(=O)(=O)N2CCCCC2)c[nH]1	7	8	-0.1	6	-1	1	7	9	7
Cc1ccc2cc(/C=N/NC(=O)c3ccccc3O)c(Cl)nc2c1	4	-1	-0.8	13	-4	1	15	0	-5
CC(=O)c1cccc(NC(=S)NC(=O)c2cncc(Br)c2)c1	28	34	2.9	28	-8	3	3	36	15
CN(CC(=O)Nc1ccccc1C(=O)NC1CC1)Cc1cccs1	6	9	-0.7	-5	-3	0	-29	14	5
S=c1[nH]nc(COc2ccccc2)n1/N=C/C(Cl)=C/c1ccccc1	14	60*	-2.2	30	-2	1	34	44	52*
C=CCc1ccc(OCCCCCN2CCOCC2)c(OC)c1	-3	-29	-2.0	-2	2	-2	-10	-7	-71
Cc1ccc(S(=O)(=O)NCC(=O)OCC(=O)N2CCc3ccccc32)cc1	0	8	-0.9	-10	-2	-10	7	7	11
COc1cc(CCN2C(=O)c3cccc4cccc(c34)C2=O)c(S(=O)(=O)N2CCCCCC2)cc1OC	9	1	11	-14	1	3	45	13	15

3 of the compounds above, as labelled records.
> O=C(NCc1ccc(F)cc1)c1cc(S(=O)(=O)N2CCCCC2)c[nH]1
  CXCR6 inh: 7
  tim10-1 inh: 8
  CHOP UPR activ: -0.1
  APJ antag: 6
  APJ ag: -1
  XBP1 UPR activ: 1
  Mdm2 MdmX PPI: 7
  tim23-1 inh: 9
  TIM10 inh: 7

> C#Cc1ccc([C@H]2C=C(C(=O)N3CCN(Cc4ccc5c(c4)OCO5)CC3)O[C@@H](OCC)[C@@H]2CCCO)cc1
  CXCR6 inh: -2
  tim10-1 inh: 15
  CHOP UPR activ: 4.1
  APJ antag: 5
  APJ ag: 5
  XBP1 UPR activ: 2
  Mdm2 MdmX PPI: 22
  tim23-1 inh: 25
  TIM10 inh: 19

> S=c1[nH]nc(COc2ccccc2)n1/N=C/C(Cl)=C/c1ccccc1
  CXCR6 inh: 14
  tim10-1 inh: 60*
  CHOP UPR activ: -2.2
  APJ antag: 30
  APJ ag: -2
  XBP1 UPR activ: 1
  Mdm2 MdmX PPI: 34
  tim23-1 inh: 44
  TIM10 inh: 52*

Other results.
SMILES	CXCR6 inh	tim10-1 inh	CHOP UPR activ	APJ antag	APJ ag	XBP1 UPR activ	Mdm2 MdmX PPI	tim23-1 inh	TIM10 inh
N/C(=N\OC(=O)COc1ccccc1)c1ccc(Cl)cc1	-9	14	5.5	-3	1	2	-59	16	18
CCCN(CCC)CCNC(=O)Cn1cnc2sc(C)c(S(=O)(=O)N3CCOCC3)c2c1=O	4	-8	-2.4	14	-2	-1	5	9	-3
Cc1cccc(N2CCN(c3cccc(C)c3)C2c2cccnc2)c1	-10	28	3.0	-12	-1	-3	14	28	28
Cc1cccc(OCC(=O)OCC(=O)NCC2CCCO2)c1C (configuration not stated)	2	-3	0.0	-2	-1	-2	-2	-5	1
CC(C)(C)NC(=O)Nc1ccc(Cn2cc(C(F)(F)F)ccc2=O)cc1	6	2	-0.8	5	-2	-2	19	10	1
COc1ccccc1CN(C)C(=O)COC(=O)c1c(C)noc1C	0	13	1.1	15	-2	2	2	7	0
N#Cc1c2n(c(=S)n(-c3ccccc3[N+](=O)[O-])c1=O)CCCCC2	1	34	-2.1	-6	0	0	21	14	-5
O=C(NC1CCCCC1)C(Cc1ccccc1)N1C(=O)C2C3CCC(C3)C2C1=O (configuration not stated)	6	28	-0.2	-7	-2	-3	-4	35	27
O=C(/C=C/c1ccc(S(=O)(=O)N2CCOCC2)cc1)NC(=S)Nc1ccc(Cl)cc1Cl	18	14	5.7	20	-2	4	-18	-1	1
C1CCC(C23CC4CC(CC(C4)C2)C3)NC1 (configuration not stated)	-3	-1	-1.2	-9	5	-3	-12	5	-6
C=CCSC1=NC(N)=C(C#N)C2(CCCCC2)C1C(N)=O (configuration not stated)	3	5	-1.0	-7	-4	0	-7	-9	-17
Cc1ccc(-c2nc(CS(=O)CC(=O)NCc3ccccn3)c(C)o2)cc1 (configuration not stated)	6	17	1.1	-3	-4	0	3	17	-1
Cc1cccc(N(C(=O)CNC(=O)c2ccco2)C(C(=O)NC2CCCCC2)c2cccnc2)c1 (configuration not stated)	3	3	-0.2	-12	-1	-6	-12	10	-17
O=C1CCC(C(=O)N(Cc2cccs2)C2(C(=O)NC3CCCCC3)CCCCC2)N1 (configuration not stated)	-3	0	-1.0	8	-1	0	-22	16	16
COc1ccc(CN2C(=O)CS/C2=N/N=C/c2cccs2)cc1	2	-10	-0.3	-13	2	-2	-51	-4	-12
CCC1(c2ccc(F)cc2)NC(=O)N(CC(=O)N2CCc3ccccc3C2)C1=O (configuration not stated)	3	10	0.7	13	-2	-5	-15	-1	-5
CC(=O)Nc1ccc2nc(C)n(Cc3ccc(Cl)cc3)c(=O)c2c1	-2	31	3.2	0	2	-2	-13	11	22
O=C(NCc1ccco1)C1CCN(c2nnc(-n3cccc3)s2)CC1	8	17	1.4	3	-2	-4	-10	5	-8
O=C(COC(=O)Cc1ccc(Br)cc1)Nc1ccc(Cl)cn1	-7	-6	-0.4	-16	0	-3	3	50	9
CCC(C)(C)NC(=O)C1CCCN1C(=O)NC1CCCCC1 (configuration not stated)	2	5	1.5	-23	1	-2	9	6	-12
CSCCC(NS(=O)(=O)c1ccc(C)c(C(=O)O)c1)C(=O)O (configuration not stated)	1	2	1.3	-4	-1	-2	11	11	-2
CC1(C)OC(=O)N(c2cccnc2)C1(C)O (configuration not stated)	2	7	-3.5	8	-4	-2	28	6	3
O=C(c1ccco1)N1CCN(C(=O)c2ccc(COc3ccc(F)cc3)o2)CC1	-1	30	-0.5	9	1	1	20	31	1
CC1CCN(C(=O)/C(=C\c2ccccc2F)NC(=O)c2ccccc2)CC1	-4	30	-1.6	-5	-4	4	8	21	-4
Cc1ccc(S(=O)(=O)N2CCOCC2)cc1NC(=O)c1cc2c(s1)CCC2	-1	30	-0.4	13	-4	-1	-8	30	12
CN(C(=O)Nc1ccc(Cl)c(Cl)c1)c1ccccc1C(=O)O	10	14	5.3	-9	2	1	5	8	8
O=C(CCc1nc(-c2ccccc2)no1)Nc1cccnc1	0	-10	-0.7	-8	2	1	-29	0	14
COc1ccc(-c2nnn(CC(=O)N(CCO)C(C(=O)NC3CCCC3)c3ccc(F)cc3)n2)cc1 (configuration not stated)	5	17	1.3	0	-4	-2	24	-18	-8
CSc1nc(N2CCOCC2)c2c3c(sc2n1)CCC3	-7	26	-0.9	3	-3	-1	16	25	2
CCN(CC)CCN1C(=O)C(O)=C(C(=O)c2ccco2)C1c1ccccn1 (configuration not stated)	-4	12	1.2	-1	1	-1	-20	5	0
O=C(Nc1nnc2n1CCS2)c1ccc(Br)o1	-13	20	0.3	22	-2	-3	-7	10	-4
O=C(O)C1CCN(c2ccccc2[N+](=O)[O-])CC1	-2	0	-1.3	0	-2	-1	21	18	13
O=[N+]([O-])c1ccc(O)c(C=Nc2ccc3c(c2)OCCO3)c1	11	4	-3.6	17	-1	-2	5	39	18
O=C(NCCC(NS(=O)(=O)OCC(Cl)(Cl)Cl)c1ccccc1)C(F)(F)F (configuration not stated)	3	-5	0.0	-3	-3	0	-5	12	10
Cc1cc(O)c(C(C)C)cc1N=Nc1ccccc1C(=O)O	27	22	-1.0	26	-7	-1	3	12	11
CNC(=O)NNC(=O)c1nc(-c2ccccc2)c(C)o1	4	-19	-0.4	16	1	-3	7	-1	4
COC(=O)CNC(=O)c1ccccc1F	4	-8	-2.6	7	2	-3	7	9	2
O=C(CSc1nnc(-c2cccnc2)o1)Nc1nccs1	2	-7	-2.5	-4	-3	-3	-16	-11	-3
CCCn1c(=O)c(C(=O)NNC(=O)c2ccc(Cl)cc2Cl)c(O)c2ccccc21	0	30	2.0	-15	0	6	47	15	-19
COc1cccc(-c2nc(CS(=O)CC(=O)NC3CCCCC3)c(C)o2)c1 (configuration not stated)	-5	13	-1.4	17	-2	1	-8	7	4
Cc1ccc(-c2noc(CCC(=O)NCC3CCN(Cc4cccc(C)c4)CC3)n2)cc1	0	5	-2.8	4	-3	-4	24	10	8
Nc1nnc2c(n1)CCCC2	-10	11	-0.4	-9	3	2	-2	4	5
COc1ccc2c(c1OC)C(=O)OC2Nc1ccccc1S(=O)(=O)C(F)F (configuration not stated)	-13	7	1.2	26	-1	-2	18	10	-26
Cc1ccc(/C=C/c2nnc(-c3cccs3)o2)cc1	4	-8	-1.5	-8	-7	-7	-68	5	16
Cc1c(Cl)cccc1NC(=O)c1cccnc1	7	-2	0.9	8	-4	-6	16	10	-5
CCOC(=O)C1CCCN(S(=O)(=O)CCNC(=O)c2ccc3c(c2)OCO3)C1 (configuration not stated)	-1	13	1.2	0	-4	-5	-4	21	7

Bioassay records from PubChem.
